# Screens as filed in PubChem BioAssay.
# SSB-PriA inh: inhibitors of Klebsiella pneumoniae PriA binding to SSB C-terminal tail | AID 1272365 | AlphaScreen SSBct-PriA binding, biotinylated peptide | inhibition, % at 33 µM | hit rate 0.6% among 430,000; in the data active means inhibition mostly above about 37%, no sharp cut-off; inactive means mostly below about 20%;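 further: plate controls were negative control peptide for no effect and reference peptide for full effect; strong numbers were not always called active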
# Starred values were filed as active, the others as inactive; & = joins results of further samples.
SMILES,SSB-PriA inh
O=C(O)CCC(=O)N1N=C(c2ccc(Br)cc2)CC1c1nc2ccccc2[nH]1 (configuration not stated),-12
Cc1onc(-c2ccccc2Cl)c1C(=O)Nc1sccc1-c1nc2ccccc2s1,-6
O=C(NN=Cc1ccncc1)c1cc(-c2ccc(Br)s2)[nH]n1,-2
Cc1cc(C)n(C(=O)c2sccc2S(=O)(=O)N(C)c2ccc3c(c2)OCO3)n1,-10
O=C(NCc1cccs1)C1CCN(c2cc(C3CC3)ncn2)CC1,-6
COc1ccc(C(C)=NNC(=O)c2ccc3nc[nH]c3c2)cc1,-7
Cc1cccc(C(=O)NN=Cc2ccc[nH]2)c1,-8
O=C(NCC1CCN(C(=O)c2ccoc2)CC1)c1ccc2ncsc2c1,-2
CCNc1nn(CC(=O)NCc2cccc(OC)c2)c(N)c1-c1nc(-c2ccccc2C)no1,5
Cc1ccc(-c2nc(COC(=O)c3nnn(-c4ccc(C)c(C)c4)c3C)c(C)o2)cc1,1
O=C(CSC1CCCC1)N(CCc1cccs1)C1CC1,-32
O=C(NN=Cc1ccccc1O)c1cc[n+]([O-])cc1,47
Cc1[nH]c2ccccc2c1C(Nc1cccc(C(F)(F)F)c1)c1cccnc1 (configuration not stated),-2
O=C(c1cc(C2CC2)on1)N1CCCSC[C@@H]1CN1CCCCC1,-5
CCOc1ccccc1NC(=O)NCC1CCN(C(=O)c2ccncc2)CC1,-12
COCC(C)(O)CNC(=O)CCc1ccccc1F (configuration not stated),11
O=C(c1ccco1)N1CCN(C(=O)C2CCCN(c3ccc(-c4ccc(Cl)cc4)nn3)C2)CC1 (configuration not stated),-4&6
COc1ccc(C2=NN(C(=O)c3ccco3)[C@H](c3cccs3)C2)c(OC)c1,0
CSc1ncc(Cl)c(C(=O)Nc2ccc(Br)cn2)n1,-7
O=C(NC1CCCC1)N1CC(Oc2nccs2)C1,-11
O=C(Cc1ccccc1Cl)NCCn1nc(-c2cccs2)cc1C1CC1,7
O=C(CSc1nccn1-c1ccc([N+](=O)[O-])cc1)Nc1ccc(Cl)c(Cl)c1,36*
O=C(NCc1ccccn1)c1ccc(S(=O)(=O)N2CCOCC2)cc1,9
Cn1cccc(C(=O)N(Cc2ccoc2)Cc2cccs2)c1=O,-25
COc1ccc(C2C(=C(O)c3ccc(F)cc3)C(=O)C(=O)N2CCCN2CCOCC2)cc1OC (configuration not stated),-2
Cc1ccc(C=NN2CCN(Cc3ccccc3)CC2)s1,25
CC(C)(C)OC(=O)C[C@@H]1C/C=C/C[C@H](CC(=O)N(CCO)Cc2ccccc2)C(=O)N2CCC[C@@H]2COC1=O,0
CC(=O)N1CCc2c(sc(NC(=O)c3snnc3C)c2C#N)C1,-3
O=C(CC1SC(=NN=C2CCCCCC2)NC1=O)Nc1ccc(Br)cc1F (configuration not stated),3
Cc1cc(-c2nnc(NC(=O)C(c3ccccc3)c3ccccc3)o2)n(C)n1,61*
COc1ccc(CCS(=O)(=O)NCC(O)(c2cccs2)C2CC2)cc1 (configuration not stated),0
C[C@H]1CCc2c(sc(NC(=O)c3ccc(S(=O)(=O)N(C)Cc4ccco4)cc3)c2C(N)=O)C1,-9
O=C1/C(=C/c2ccc(Br)o2)CCC/C1=C\c1ccc(Br)o1,-6
Cc1cc(CNC(=O)c2cn(C)nn2)c(C)o1,-10
Cc1onc(-c2ccccc2Cl)c1C(=O)Nc1nnc(SCC(=O)Nc2cc(C(F)(F)F)ccc2Cl)s1,3
COc1ccc(OC)c(NC(=O)C(=O)NC(c2ccccc2)c2ccccc2)c1,-7
CCOC(=S)NC(=NS(=O)(=O)c1ccc(C)cc1)c1ccccc1,-8
CN1CCN(c2cc(NC(=O)Nc3ccc4c(c3)OCCO4)ncn2)CC1,-11
COc1ccc(C2SCCN2C(=O)NCc2cccs2)cc1 (configuration not stated),5
O=C(c1cccc(-n2cccn2)c1)N1CCCCC(c2ccc(Cl)cc2)C1 (configuration not stated),-6
O=C(NCCOc1ccc2nnc(-c3ccccc3)n2n1)c1ccc(C(F)(F)F)cc1,-8&1
Cc1nc(NC(=O)CCS(=O)(=O)c2ccccc2)sc1C,-8
Cc1ccc(OCCCC(=O)Nc2ccc3c(c2)OCO3)c(C)c1,36*
Cc1ccc2oc(C(=O)Nc3cc(C(F)(F)F)ccc3Cl)cc2n1,-6
COc1ccc(-c2ccc(=O)n(CCNS(=O)(=O)c3cc(Br)ccc3OC)n2)cc1,-13
O=C(Cc1cccs1)N(Cc1ccsc1)C1CC1,-6
O=C(CCCSc1ccc(NC(=O)C2CC2)nn1)NCc1ccccn1,-4
CCOCCn1c(=NC(=O)c2ccc(C(C)=O)cc2)sc2cc(C)ccc21,-3
Oc1[nH]c2ccccc2c1C=Nc1nccs1,7
Cn1nc(C2CC2)cc1N1CCN(C(=O)NCc2cccs2)CC1,1
CN(c1ccccc1)S(=O)(=O)c1ccc(C(=O)Nc2ccc3ncsc3c2)cc1,2
Cn1nnn(-c2ccc(NC(=O)C(C)(C)C)cc2)c1=O,-11
O=C(NN=C/C(Cl)=C/c1ccccc1)c1ccc2c(c1)OCO2,-5
COc1cccc(C=NNC(=O)CCn2nnc3ccccc32)c1,0
O=C(Nc1nc2c(s1)C(=O)NCCC2)c1c[nH]c(=O)c(Cl)c1,1
O=C(NCc1ccccc1Cl)C(=O)NCc1n[nH]c(=O)c2ccccc12,-7
COc1ccc(Cn2cnc3ccccc32)cc1OC,4
CCOc1ccc2nc(N(Cc3cccnc3)C(=O)CSc3ccc(F)cc3)sc2c1,-3
CC(=O)Nc1cccc(NC(=O)C2CCN(c3ccc(-c4ccc(F)cc4)nn3)CC2)c1,-8
CCN(c1ccccc1)S(=O)(=O)c1ccc(C(=O)Nc2cc(C)nn2C(C)C)cc1,-16

# More structures follow:
SMILES,SSB-PriA inh
O=C(Nc1cccc(-c2ccc3nnc(-c4cccnc4)n3n2)c1)c1ccc(Cl)nc1,-15
COc1ccc(Cl)cc1NC(=O)NCCc1cc(C)no1,4
Cc1nc(NC(=O)CN(C)c2nc3ccccc3s2)sc1C(=O)N(C)C,-5
O=C(CCCSc1ccc(NC(=O)C2CC2)nn1)Nc1ccccc1Cl,-19&-2
CS(=O)(=O)N1CCN(c2ccc(-n3cccn3)nn2)CC1,-15
N#Cc1ccsc1N,-11
Cc1ccc2nc(Cl)c(C=Nn3c(C)nnc3C)cc2c1,-13
O=C(CCCN1C(=O)c2cccc3cccc(c23)C1=O)OC(=NC1CCCCC1)NC1CCCCC1,9
Cc1cc(F)ccc1NC(=O)c1nnn(Cc2ccccc2Cl)c1N,0
COc1ccc(CCNC(=O)C2(c3cccs3)CCCC2)cc1OC,-11
CC(C)COC(=O)Nc1nc(CC(=O)Nc2cccc(Cl)c2)cs1,8
CCOc1cc(NC(=O)Nc2cccc(C)c2)ncn1,-8

# Quoted from the listing:
# Entry of Cc1ccc2nc(Cl)c(C=Nn3c(C)nnc3C)cc2c1 under SSB-PriA inh: -13
# Entry of N#Cc1ccsc1N under SSB-PriA inh: -11
# Entry of CC(C)COC(=O)Nc1nc(CC(=O)Nc2cccc(Cl)c2)cs1 under SSB-PriA inh: 8
# Entry of CCOc1cc(NC(=O)Nc2cccc(C)c2)ncn1 under SSB-PriA inh: -8

# (more compounds)
SMILES,SSB-PriA inh
O=C(c1ccc2ccccc2c1)N1CCOC2(CCOCC2)C1,-4
Nc1nnc(CC(=O)NN=Cc2cc([N+](=O)[O-])cc(Br)c2O)s1,-9
CN(C)c1ccc(C=NNC(=O)CNC(=O)c2ccc3c(c2)OCCO3)cc1,19
O=C(NCCCN1CCN(c2ccccc2)CC1)C(=O)Nc1ccccc1,-6
N#Cc1ccc(S(=O)(=O)NC2CCC(Oc3ncccn3)CC2)cc1 (configuration not stated),-18
CCOC(=O)N1CCN(S(=O)(=O)c2cc(Cl)cc(Cl)c2O)CC1,-6
CSc1ccc([C@@H](O)CNC(=O)c2ccoc2)cc1,2
COC(=O)c1c(NC(=O)c2ccc3ccccc3c2)sc2c1CCN(C)C2,-5
O=S(=O)(Nc1cccc(-c2nc3ccccc3s2)c1)c1ccc(F)c(Cl)c1,3
CSCC[C@](C)(O)CNC(=O)C(=O)Nc1ccc2c(c1)N(C(=O)C(C)C)CCC2,-12
Cc1ccnc(NC(c2ccco2)c2c(C)[nH]c3ccccc23)c1 (configuration not stated),53
O=C(NCCc1csc2nc(-c3ccc(F)cc3)nn12)C(=O)Nc1ccc(F)c(Cl)c1,-19

# 3 structures from above, arranged by heavy-atom count, lowest first.
SMILES,SSB-PriA inh
CCOC(=O)N1CCN(S(=O)(=O)c2cc(Cl)cc(Cl)c2O)CC1,-6
COC(=O)c1c(NC(=O)c2ccc3ccccc3c2)sc2c1CCN(C)C2,-5
CSCC[C@](C)(O)CNC(=O)C(=O)Nc1ccc2c(c1)N(C(=O)C(C)C)CCC2,-12

# (cont.)
SMILES,SSB-PriA inh
O=C(c1cnn(-c2ccccc2)n1)N1CCC(Oc2cnccn2)CC1,0
CSc1nncc(C(C)=NNc2ccccc2)n1,7
C=CCn1c(=O)c(C(=O)Nc2ccccc2F)c(O)c2ccccc21,-4
c1ccc2c(C(c3ccc4c(c3)OCO4)c3c[nH]c4ccccc34)c[nH]c2c1,37*
CN1C(=O)C(C(N)=NNC(=O)c2ccccc2)C2CC1(C)Oc1ccccc12 (configuration not stated),10
CCN(CC)CCCN1C(=O)C(=O)C(=C(O)c2ccc(OC)cc2)C1c1ccco1 (configuration not stated),0
CCOC(=O)Cc1csc(NC(=O)c2ccc(Cc3ccccc3)cc2)n1,-9&0
O=C(NCC1CCCO1)c1ccc(Cn2c(=S)[nH]c3ccc(Br)cc3c2=O)cc1 (configuration not stated),-5
O=C(Nc1ccccc1Cl)N1CCSC(c2ccccc2F)CC1 (configuration not stated),-10
C=CCN1C(=O)C(C)(C)COc2cc(NC(=O)CN3C(=O)c4ccccc4C3=O)ccc21,27
COc1cccc(C=NNC(=O)CC2C(=O)NN=C2C)c1OC (configuration not stated),-11
NC(=O)c1c(NC(=O)c2cc3ccccc3oc2=O)sc2c1CCCCC2,-4
Cc1ccc(Cc2nnc(NC(=O)C3=COCCO3)o2)cc1,-12&-4
O=S(=O)(NCC1COC2(CCCC2)O1)c1ccc(F)cc1F (configuration not stated),-5
O=C(CCSc1ccccc1)NCc1ccccc1-c1ccsc1,-23
COc1ccc(C(=O)NCc2ccccc2-c2ccsc2)c(OC)c1OC,-7
CC(C)(C)c1ccc(NC(=O)N2Cc3cncnc3C2)cc1,-12
O=C(CN(c1ccccc1)S(=O)(=O)c1ccccc1)NN=Cc1ccco1,10
O=C(Nc1cccc(-c2nc3ccccc3o2)c1)C1=COCCO1,-9
Cc1cc(C)c(S(=O)(=O)Nc2nc(C(F)(F)F)cs2)c(C)c1,-2
Cc1cc(-c2nn3c(-c4ccccc4)nnc3s2)c2cc(Br)ccc2n1,-12
Cc1cc(S(=O)(=O)NCCC2=CCCCC2)ccc1F,-18
O=C(CCCS(=O)(=O)c1ccc(Cl)cc1)Nc1nc(-c2nc3ccccc3s2)cs1,-23
Cc1cccc(NN=C2COC(C)(C)CC2=O)c1,5
Cc1ccccc1N(Cc1nc(-c2ccc(OC(C)C)cc2)oc1C)S(=O)(=O)c1cccs1,9
COc1cccc(-n2c(SCC(=O)Nc3nccs3)nnc2-c2c[nH]c3ccccc23)c1,16
CCOC(=O)CCC(=O)N1CCCC(c2nn(C)c(=O)n2-c2ccccc2)C1 (configuration not stated),-18
COc1ccc(CNC(=O)Cn2nc3ccc(-c4ccc(C)c(C)c4)nn3c2=O)cc1,-9
CN1CCCc2cc(CCNC(=O)C(=O)Nc3ccc4c(c3)OCO4)ccc21,8
O=C(Cc1ccc(F)cc1)NCCn1nc(C(F)(F)F)c2c1CCCC2,10
O=C(CSc1nc2ccccc2o1)Nc1cnn(C2CCOC2)c1 (configuration not stated),-9
O=C(Nc1ccc(-c2ccc(N3CCCC3)nn2)cc1)c1ccc(-n2cccc2)cc1,-7
COC(CNC(=O)Nc1cccs1)c1ccco1 (configuration not stated),-14
Cc1ccc(/C=C/S(=O)(=O)NCCc2csc(-c3ccc(F)cc3)n2)cc1,1
O=C(c1ccccc1Cl)N1CC(c2nc(-c3cccs3)no2)C1,-1
CSc1ccc(C(O)CNC(=O)c2cc(C3CC3)on2)cc1 (configuration not stated),6

# Among those listed so far, 3 contain a cyano group.
SMILES,SSB-PriA inh
CC(=O)N1CCc2c(sc(NC(=O)c3snnc3C)c2C#N)C1,-3
N#Cc1ccsc1N,-11
N#Cc1ccc(S(=O)(=O)NC2CCC(Oc3ncccn3)CC2)cc1 (configuration not stated),-18

# Compounds shown so far that have a CF3 group:
SMILES,SSB-PriA inh
Cc1[nH]c2ccccc2c1C(Nc1cccc(C(F)(F)F)c1)c1cccnc1 (configuration not stated),-2
Cc1onc(-c2ccccc2Cl)c1C(=O)Nc1nnc(SCC(=O)Nc2cc(C(F)(F)F)ccc2Cl)s1,3
O=C(NCCOc1ccc2nnc(-c3ccccc3)n2n1)c1ccc(C(F)(F)F)cc1,-8&1
Cc1ccc2oc(C(=O)Nc3cc(C(F)(F)F)ccc3Cl)cc2n1,-6
Cc1cc(C)c(S(=O)(=O)Nc2nc(C(F)(F)F)cs2)c(C)c1,-2
O=C(Cc1ccc(F)cc1)NCCn1nc(C(F)(F)F)c2c1CCCC2,10

# Next part:
SMILES,SSB-PriA inh
O=C(CC1CCCCN1S(=O)(=O)c1ccccc1)NCCC1=CCCCC1 (configuration not stated),8
CC(=NNC(=O)Cn1nc(C)c(Br)c1C)c1cccs1,-13
Cc1ccc2nc3sc(Nc4ccc(C)c(C)c4)nn3c(=O)c2c1,-3
O=C(O)CC1SC(=NN=C2CCCCCC2)N(c2ccccc2)C1=O (configuration not stated),-13
O=C(NN=Cc1ccco1)c1ccncc1,-18
O=C(NCc1ccccc1Cl)C(=O)NC(c1ccccc1)c1ccccc1,2
COc1ccc(N(CC(=O)NN=Cc2ccc(N(C)C)cc2)S(=O)(=O)c2ccccc2)cc1,-2
CC1=CS/C(=C(/C#N)C(=O)Nc2cccc(Cl)c2)N1c1ccccc1,-13
O=C(NCc1ccco1)C(=O)Nc1cc(F)ccc1F,-3&9
COc1ccc(CN2COc3ccc4c(=O)c(-c5ccccc5)coc4c3C2)cc1OC,-4
Cn1nc(CNC(=O)c2ccc3nsnc3c2)cc1-c1ccccn1,-4

# These rows are one share of the data, so the mix of outcomes need not match the whole.
